MBNL1 CUG block = inhibitors of human MBNL1 binding to CUG repeat RNA; TR-FRET MBNL1-His/biotin-(CUG)12 binding, 665/545 ratio; AID 2675; Q9NR56; 280,000 compounds, 0.036% hits; Potency, µM (doses to about 57.5 µM), without a hit: at the highest dose activity change, negative = inhibition, usual class: inhibitors; active means well fitted inhibition curve with a large enough effect in the signal ratio, with a control signal flat, not every such curve was filed as active; inconclusive means small, poorly fitted or top-dose-only effect, or effect the other way, or a change in a side signal; inactive means no such curve, though single readings can be large or run the other way; the % refers to the signal ratio; further: potency means the concentration at half of the fitted maximal effect; on the % scale 0 is the no-effect control and ±100 the full control effect
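His-tagged MBNL1 binding to biotinylated (CUG)12 RNA was measured by TR-FRET using terbium anti-His antibody (0.055 ng/ul final) and streptavidin-XL665 (5 nM final). Compounds were titrated 92 nM to 58 uM; 60 min at room temperature.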
AT treatment = candidate therapy for ataxia-telangiectasia. […] A-T fibroblasts, KAP-1 phosphorylation AlphaLISA; neocarzinostatin DNA damage 30 min before lysis. Potency, µM (series often up to 57.5 µM), inactives show at the top dose activation, usual class: activators. 320,000 compounds, 0.19% hits. AID 485349; further: potency means the concentration at half of the fitted maximal effect; % of control where 0% means no effect; nearly all actives have a fitted effect of over 45% in size
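ATM-like activity read as KAP-1 phosphorylation via AlphaLISA donor/acceptor antibody pairs after lysis and 6 hr at 25C. Cells were ATM-null patient fibroblasts ([…], hTERT), dosed 60 min, then exposed to the DSB inducer NCS for 30 min.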
Coupling enz = inhibits coupling enzyme system, counter-screen for aldolase hits; coupling enzyme system counterscreen, AmpLite Red fluorescence; activity change, negative = inhibition, % at 58.2 µM, hits read low; 290,000 compounds, 0.67% hits; AID 2472; in the data active means activity change below about -30%; further: on the % scale 0 is the no-effect control and ±100 the full control effect
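Fluorescence at 525 nm excitation and 598 nm emission measured inhibition of the coupled detection system without aldolase. Compounds (at 57.5 uM final) were preincubated 10 min at room temperature with coupling enzyme reagent before a 20 min substrate/AmpLite Red step.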
KCNH2 3.1 block = KCNH2 3.1 (human) potassium channel inhibition | activity change, % (tested at about 1.8 µM) | 340,000 compounds, 0.95% hits | U2OS KCNH2 3.1, thallium flux FluxOr; active compounds read low;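 active means maximum activity change below -70%; inconclusive means maximum activity change from -70% to -50%; inactive means maximum activity change above -50%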;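 further: thallium influx rate constant from kinetic fluorescence after stimulation buffer; on the % scale 0 is the no-effect control and ±100 the full control effect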
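Measured as rate of thallium-driven FluxOr signal in transduced U2OS cells carrying the 3.1 channel, read kinetically for 2 min upon stimulation; values are rate constants scaled to DMSO control wells.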
TRPV1 ag = human TRPV1 agonism; 320,000 compounds, 0.19% hits; AID 540275; activation, % at 8.33 µM; Q8NER1; TRPV1-expressing cells, Fluo-8 calcium influx, agonist mode; in the data active means activation above about 80%; inconclusive means between about 30% and that limit; further: 0% is about no effect
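TRPV1-expressing cells were cultured overnight at 35.5C and loaded with Fluo-8 calcium dye for 40 to 90 min at room temperature. After a 10 s baseline, compound was added and calcium influx was read kinetically for 3 min (ex 480/em 520 nm).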
MLL CXXC-DNA inh = inhibitors of human MLL CXXC domain-DNA interaction. Q03164. MLL-CXXC / FITC-HOXA9 DNA fluorescence polarization. Potency, µM (series often up to 115 µM), for inactives: at the highest dose activity change, negative = inhibition, most hits filed as inhibitors. 290,000 compounds, 0.037% hits. AID 2662; active means well fitted inhibition curve with a large enough effect in the polarisation, with a control signal flat, not every such curve was filed as active; inconclusive means small, poorly fitted or top-dose-only effect, or effect the other way, or a change in a side signal; inactive means no such curve, though single readings can be large or run the other way; the % refers to the polarisation; further: potency means the concentration at half of the fitted maximal effect
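Purified MLL-CXXC (added from a 7 uM solution) was preincubated 5 min at ambient with pinned compounds in 50 mM Tris-HCl pH 7.5, 50 mM NaCl, 1 mM DTT, 0.05% BSA. Fluorescein-labeled HOX-A9 DNA (50 nM solution) followed, 30 min, then polarization read.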
GALK inhibitor = inhibitors of human galactokinase. 270,000 compounds, 0.007% hits. Purified GALK, Kinase-Glo residual ATP luminescence. AID 1868. Potency, µM (series often up to 57.5 µM), for inactives: at the highest dose activity change, negative = inhibition, hits mostly inhibitors. P51570; further: potency means the concentration at half of the fitted maximal effect; on the % scale 0 is the no-effect control and ±100 the full control effect
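The enzyme phosphorylates galactose (100 uM) using ATP (35 uM); inhibition is detected as higher residual ATP, quantified by bioluminescence after 1 h reaction at room temperature, pH 8.0.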
KCNH2 WT inh = KCNH2 (human, wildtype) channel inhibition. activity change, % at 1.84 µM. AID 720551. Q12809. 340,000 compounds, 0.37% hits. U2OS, BacMam KCNH2, thallium flux FluxOr; active compounds read low;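 active means maximum activity change below -70%; inconclusive means maximum activity change between -70% and -50%; inactive means maximum activity change above -50%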; further: on the % scale 0 is the no-effect control and ±100 the full control effect
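U2OS cells transduced with wild-type KCNH2 virus are loaded with FluxOr dye for 45 min, and thallium flux is measured in kinetic reads before and after stimulation buffer. Rate constants are normalized to DMSO controls.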
Integrin act MD = integrin-mediated muscular dystrophy alleviation activation. Potency, µM (doses to about 38.3 µM), without a hit: at the top dose activation, actives largely listed as activators. AID 624291. 350,000 compounds, 0.064% hits. alpha7betagal myoblasts, beta-gal FDG fluorescence, 48 h;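 further: potency means the concentration at half of the fitted maximal effect; 100% = response of the positive control SU9516; nearly all actives have a fitted effect of over 60% in size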
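alpha7betagal+/- myoblasts (passage 13, 250/well) treated 48 h at 37C with compounds at 1:260 dilution of DMSO stock. Lysed, then beta-galactosidase activity read as FDG fluorescence (ex 480/em 540) after 30 min, with pre-read for autofluorescence.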
S-ASM inh = human S-ASM enzyme inhibition; 340,000 compounds, 0.006% hits; P17405; placental ASM, HMU-PC fluorogenic substrate, 60 min; Potency, µM (titrated, usually from 57.5 µM), inactives show at the highest dose activity change, negative = inhibition, hits mostly inhibitors; AID 504937; further: potency means the concentration at half of the fitted maximal effect
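Fluorescence read-out (Ex 386 nm, Em 447 nm) after stopping the reaction at pH 10. Enzyme: ASM from human placenta; substrate HMU-PC0, 9 uM final; 60 min, 37 °C. Compound preincubation 10 min, ambient temperature.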
Active calls of the source: *; [ ] = remark or other dose. Unless noted, the call rests on the fitted dose curve; in most records, active means well fitted curve in the direction sought with a large enough effect; inconclusive means small, poorly fitted or top-dose-only effect, or another doubt; inactive means no such curve, though single readings can be large; an effect the other way counts as inactive or inconclusive. The order is random. About 2% of those tested had a hit in this group.

How did CN(C)S(=O)(=O)c1ccc(C(=O)OCC(=O)NCc2ccccc2)cc1 do in these assays?
MBNL1 CUG block: -4.4%; AT treatment: -3.1%; Coupling enz: 3.2; KCNH2 3.1 block: 6.8; TRPV1 ag: 1.1; MLL CXXC-DNA inh: 4.0%; GALK inhibitor: 7.8%; KCNH2 WT inh: 2.8; Integrin act MD: inconclusive; S-ASM inh: -3.1%

What do the screens show for `CN1CCN(c2ccc(Cl)cc2NC(=O)c2ccc(S(=O)(=O)N3CCCCCC3)cc2)CC1`?
MBNL1 CUG block: -10.7%; AT treatment: -0.8%; Coupling enz: 0.0; KCNH2 3.1 block: -21.6; TRPV1 ag: 3.2; MLL CXXC-DNA inh: -8.7%; GALK inhibitor: 1.1%; KCNH2 WT inh: -0.6; Integrin act MD: -69.3%; S-ASM inh: 1.7%

Results for CC(C)(C)c1ccc(OCCC(=O)Nc2cccc(S(=O)(=O)N3CCCC3)c2)cc1 ?
KCNH2 3.1 block: -21.1; TRPV1 ag: 0.8; KCNH2 WT inh: -12.3; Integrin act MD: -16.7%; S-ASM inh: -11.3%

What do the screens show for `CCOc1ccc(-c2cc(C(=O)NCC3CCCO3)c3ccccc3n2)cc1` (stereo not given)?
MBNL1 CUG block: inconclusive; AT treatment: 1.4%; Coupling enz: 1.2; KCNH2 3.1 block: 9.6; TRPV1 ag: 23.8; MLL CXXC-DNA inh: -16.8%; GALK inhibitor: 1.0%; KCNH2 WT inh: -9.6; Integrin act MD: -19.7%; S-ASM inh: 116.1%[activator]

How did Cc1ccc2c(c1)N(C(=O)CCC(=O)O)CCO2 do in these assays?
MBNL1 CUG block: -5.2%; AT treatment: 3.9%; Coupling enz: -1.6; KCNH2 3.1 block: 15.1; TRPV1 ag: 1.3; MLL CXXC-DNA inh: 4.1%; KCNH2 WT inh: 7.8; Integrin act MD: -1.8%; S-ASM inh: 5.7%

Results for COC(=O)C1=C(C)Nc2nnnn2C1c1ccco1 (stereo not given) ?
MBNL1 CUG block: -1.8%; AT treatment: 0.4%; Coupling enz: -2.8; KCNH2 3.1 block: 2.6; TRPV1 ag: 5.6; MLL CXXC-DNA inh: 1.2%; GALK inhibitor: 1.6%; KCNH2 WT inh: 3.7; Integrin act MD: 5.2%; S-ASM inh: 8.1%

How did Nc1ccc(C(=O)N(CCO)CCO)cc1 do in these assays?
MBNL1 CUG block: 4.8%; AT treatment: 2.8%; Coupling enz: -0.2; KCNH2 3.1 block: -18.8; TRPV1 ag: -2.0; MLL CXXC-DNA inh: 4.1%; GALK inhibitor: -0.7%; KCNH2 WT inh: -6.0; Integrin act MD: 6.8%; S-ASM inh: -5.0%

How did COc1ccccc1S(=O)(=O)Nc1ccc(-c2nnc3n2CCCCC3)cc1 do in these assays?
MBNL1 CUG block: 0.9%; AT treatment: 3.55µM*; KCNH2 3.1 block: -1.1; TRPV1 ag: -2.3; MLL CXXC-DNA inh: -6.1%; GALK inhibitor: -1.2%; KCNH2 WT inh: -5.8; Integrin act MD: 21.0%; S-ASM inh: 2.5%

How did O=C(NCc1ccccc1)C1CCCN(S(=O)(=O)c2cccc3nsnc23)C1 (stereo not given) do in these assays?
MBNL1 CUG block: inconclusive; AT treatment: 6.4%; Coupling enz: 5.1; KCNH2 3.1 block: 19.8; TRPV1 ag: -2.6; MLL CXXC-DNA inh: 6.4%; GALK inhibitor: -3.8%; KCNH2 WT inh: 4.2; Integrin act MD: 12.7%; S-ASM inh: -1.3%

How did O=C(CNCCO)N1CCc2ccccc21 do in these assays?
MBNL1 CUG block: -6.5%; AT treatment: 23.4%; Coupling enz: -3.0; KCNH2 3.1 block: -6.6; TRPV1 ag: 6.2; MLL CXXC-DNA inh: -0.2%; GALK inhibitor: -2.2%; KCNH2 WT inh: 4.4; Integrin act MD: -17.5%; S-ASM inh: -1.6%

How did CCc1ccccc1Nc1nc(N)nc(CSc2nnc3ccccn23)n1 do in these assays?
MBNL1 CUG block: -8.1%; AT treatment: 0.2%; Coupling enz: -1.5; KCNH2 3.1 block: 2.1; TRPV1 ag: -7.7; MLL CXXC-DNA inh: 17.2%; GALK inhibitor: 4.2%; KCNH2 WT inh: 2.2; Integrin act MD: -13.7%; S-ASM inh: 1.8%

Results for CCCCN1CC(COCc2ccccc2)Oc2cccc(OCCN3C(=O)[C@@H]4[C@H](C3=O)C3C=C[C@H]4C3)c2S1(=O)=O (stereo not given in full) ?
KCNH2 3.1 block: -6.6; KCNH2 WT inh: 2.6; Integrin act MD: -40.7%; S-ASM inh: 0.4%

What do the screens show for `CCOC(=O)C1=C(C)N(C)C(C)=C(C(=O)OCC)C1c1ccsc1`?
MBNL1 CUG block: -2.3%; AT treatment: 3.6%; Coupling enz: 0.2; KCNH2 3.1 block: -12.4; TRPV1 ag: inconclusive; MLL CXXC-DNA inh: -2.5%; GALK inhibitor: 4.9%; KCNH2 WT inh: 1.5; Integrin act MD: 2.3%; S-ASM inh: 9.7%

What do the screens show for `O=C(Nc1ccc(OCC(F)(F)C(F)F)c(C(F)(F)F)c1)c1ccccc1`?
KCNH2 3.1 block: 0.8; KCNH2 WT inh: -0.1; Integrin act MD: -24.3%; S-ASM inh: -16.8%

Results for COc1cc(NC(=O)Cc2nn(C)c(=O)c3ccccc23)cc(OC)c1 ?
MBNL1 CUG block: 8.9%; AT treatment: 7.7%; Coupling enz: -1.6; KCNH2 3.1 block: 9.1; TRPV1 ag: inconclusive; MLL CXXC-DNA inh: -3.5%; GALK inhibitor: 4.0%; KCNH2 WT inh: -14.2; Integrin act MD: -25.0%; S-ASM inh: 1.4%

What do the screens show for `CN(Cc1ccccc1)c1nc(N)c([N+](=O)[O-])c(NCc2ccccc2)n1`?
MBNL1 CUG block: inconclusive; AT treatment: 6.6%; Coupling enz: 1.0; KCNH2 3.1 block: -21.9; TRPV1 ag: 4.1; MLL CXXC-DNA inh: 5.8%; GALK inhibitor: -1.9%; KCNH2 WT inh: -22.8; Integrin act MD: 0.0%; S-ASM inh: -14.5%

Results for CC(=O)c1ccc(N2CCN(S(=O)(=O)c3cccc4nonc34)CC2)cc1 ?
AT treatment: -0.8%; Coupling enz: 4.0; KCNH2 3.1 block: -5.3; TRPV1 ag: -2.9; MLL CXXC-DNA inh: -0.1%; GALK inhibitor: -1.1%; KCNH2 WT inh: -4.7; Integrin act MD: -50.8%[inhibitor]; S-ASM inh: 0.3%

How did COc1ccccc1NC(=O)Cn1nnc(-c2ccccc2NC(=O)c2cc3ccccc3oc2=O)n1 do in these assays?
MBNL1 CUG block: 14.6%; AT treatment: -0.1%; Coupling enz: -0.1; KCNH2 3.1 block: 0.3; TRPV1 ag: -0.1; MLL CXXC-DNA inh: -11.2%; GALK inhibitor: 2.1%; KCNH2 WT inh: -3.3; Integrin act MD: 23.9%; S-ASM inh: 2.6%

What do the screens show for `COc1ccc(CN2CCNC(=O)C2CC(=O)NC2CCCC2)c(C)c1C` (stereo not given)?
MBNL1 CUG block: 3.6%; AT treatment: -0.5%; Coupling enz: -8.6; KCNH2 3.1 block: 9.4; TRPV1 ag: 0.0; MLL CXXC-DNA inh: 10.1%; GALK inhibitor: -1.2%; KCNH2 WT inh: -0.1; Integrin act MD: -12.3%; S-ASM inh: 3.6%

What do the screens show for `Cc1ccc(S(=O)(=O)N(C)c2ccc(OC(=O)CN3C(=O)NC(C)(c4ccccc4)C3=O)cc2)cc1C` (stereo not given)?
KCNH2 3.1 block: -22.1; KCNH2 WT inh: 1.8; Integrin act MD: 3.0%; S-ASM inh: 3.9%

Results for CCn1cc2c(c1-c1cccc(C)c1)c(=O)n(C)c(=O)n2C ?
MBNL1 CUG block: 4.7%; AT treatment: 13.0%; Coupling enz: -0.9; KCNH2 3.1 block: 0.2; TRPV1 ag: -0.2; MLL CXXC-DNA inh: 13.9%; GALK inhibitor: -0.1%; KCNH2 WT inh: -2.8; Integrin act MD: -14.7%; S-ASM inh: 4.9%

How did O=C(/C=C/c1cccc(F)c1)Nc1ccc(S(=O)(=O)N2CCOCC2)cc1 do in these assays?
AT treatment: -0.4%; KCNH2 3.1 block: -7.7; KCNH2 WT inh: 7.1; Integrin act MD: 19.0%; S-ASM inh: -17.6%

What do the screens show for `CCC(=O)N1CCC2(CC1)Oc1ccc(F)cc1C(=O)C21CC(c2cccnc2)=NO1` (stereo not given)?
MBNL1 CUG block: 12.5%; AT treatment: -22.6%; Coupling enz: 3.6; KCNH2 3.1 block: 2.3; TRPV1 ag: 4.6; MLL CXXC-DNA inh: 4.0%; GALK inhibitor: -2.6%; KCNH2 WT inh: -11.9; Integrin act MD: 5.6%; S-ASM inh: 4.1%

Screening results from PubChem BioAssay.
